RBBP9 inhibitor = inhibitors of human serine hydrolase RBBP9 | recombinant RBBP9, FP-Rh probe fluorescence polarization | inhibition, % at 7.94 µM | AID 1515 | hit rate 0.2% among 220,000 | O75884;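 active = inhibition above the campaign mean of all tested compounds plus 3 SD, cut at about 14% in these data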;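 also: plate controls were DMSO wells with RBBP9 for no effect and wells lacking RBBP9 protein for full effect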
Target sequence (O75884 whole entry, looked up): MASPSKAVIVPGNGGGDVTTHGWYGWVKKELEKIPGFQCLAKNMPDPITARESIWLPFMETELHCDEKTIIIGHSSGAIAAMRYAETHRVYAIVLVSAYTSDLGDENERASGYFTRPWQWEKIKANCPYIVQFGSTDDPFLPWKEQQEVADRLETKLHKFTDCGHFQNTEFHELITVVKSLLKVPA
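System: RBBP9 protein | Quantity: 2.5 µM RBBP9 dispensing solution, before mixing | Reagent: FP-Rh probe, 375 nM dispensing solution | Timing: Enzyme-compound preincubation 30 min, then probe labeling 45 min, 25 °C | Measured by: Fluorescence polarization | Read-out: % inhibition | Replication: One well per compound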
TRPML3 agonist = activates the human TRPML3 channel; Q8TDD5; HEK293 TRPML3-YFP, Fluo-8 calcium fluorescence; 100% = the carbachol control signal; activation, % at 3 µM; hit rate 0.29% among 220,000; AID 1448;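 active = activation above its plate's cutoff, the mean activation of the plate's test wells plus 3 SD, cut at about 12% in these data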;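 also: 0% = DMSO only wells and 100% = carbachol wells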
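system = HEK293 cells stably carrying human TRPML3-YFP | doses = one concentration, 3 µM nominal, 0.3% DMSO | timing = dye loading 1 h 37 °C then 30 min ambient, 125 s read | detection = Fluo-8 calcium dye fluorescence, ex 470-495, em 515-575 nm | benchmarks = high control carbachol 87 µM, low control DMSO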
CHOP inh = inhibitors of CHOP induction in ER stress response; hit rate 3.8% among 220,000; inhibition, % at 10 µM; CHO-K1 CHOP-promoter luciferase, tunicamycin-induced, 15-18 h;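 active = compounds that reduced the stress-induced luciferase reporter signal by more than about 70% of percent inhibition, limit read from the data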;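 also: 0% = tunicamycin plus vehicle and 100% = wells without tunicamycin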
Ba/F3 V617F tox = loss of viability in JAK2V617F-driven Ba/F3 cells; inhibition, % at 5.6 µM; Ba/F3 EpoR-JAK2V617F viability, ATP luminescence; hit rate 1.1% among 220,000;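 active = inhibition above the campaign mean plus 3 SD over all tested compounds, cut at about 24% in these data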;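 also: cytokine-independent growth of Ba/F3 cells driven by EpoR plus mutant JAK2; 0% = DMSO-treated cells and 100% = JAK inhibitor I control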
TNF death inh = blocks TNF-alpha induced death of Jurkat FADD-/- cells | Jurkat FADD-/- TNF necroptosis rescue, ATP luminescence, 24 h; 0 = TNF only, 100 = no-TNF cells | hit rate 0.068% among 220,000 | activation (protection from cell death), % at 10 µM;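 active = activation, meaning protection from cell death, of at least 50% relative to plate controls; inactive = activation below 50%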;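 also: necroptosis triggered by 40 ng/mL TNF-alpha added together with compound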
Wee1 stabilizer = inhibitors of human Wee1 degradation; P30291; hit rate 1.2% among 220,000; HeLa Luc-Wee1K328M stability, luciferase luminescence; 100% = proteasome inhibitor MG132 effect; AID 1321; reporter increase, % at 5 µM;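 active = activation above the mean of all tested compounds plus 3 SD, set per screening run, cut at about 8.8% in these data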;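 also: cells exposed to compound for 20 h before luminescence read; 0% = DMSO alone and 100% = MG132 at 30 µM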
Target sequence (P30291 whole entry K328M): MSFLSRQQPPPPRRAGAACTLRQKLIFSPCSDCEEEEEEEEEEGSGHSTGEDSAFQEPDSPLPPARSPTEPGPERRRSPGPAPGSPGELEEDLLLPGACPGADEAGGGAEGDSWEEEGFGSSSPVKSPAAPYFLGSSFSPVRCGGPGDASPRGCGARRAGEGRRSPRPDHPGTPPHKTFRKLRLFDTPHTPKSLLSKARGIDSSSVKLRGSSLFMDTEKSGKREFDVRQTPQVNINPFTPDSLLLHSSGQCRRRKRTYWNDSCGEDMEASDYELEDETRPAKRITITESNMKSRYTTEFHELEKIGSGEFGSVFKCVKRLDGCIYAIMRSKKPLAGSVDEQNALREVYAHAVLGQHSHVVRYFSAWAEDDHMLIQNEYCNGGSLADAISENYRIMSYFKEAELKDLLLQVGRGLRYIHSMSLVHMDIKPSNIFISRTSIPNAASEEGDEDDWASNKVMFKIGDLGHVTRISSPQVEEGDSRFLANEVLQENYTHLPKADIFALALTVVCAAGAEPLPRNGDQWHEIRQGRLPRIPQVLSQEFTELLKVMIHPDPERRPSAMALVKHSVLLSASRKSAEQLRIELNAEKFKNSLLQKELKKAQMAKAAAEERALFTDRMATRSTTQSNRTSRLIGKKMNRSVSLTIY
PPC-1+TRAIL kill = PPC-1 cancer cell killing with TRAIL present; hit rate 0.41% among 220,000; AID 1443; cell killing (% activity), % at 4 µM; PPC-1 cells + TRAIL, ATPLite viability luminescence;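 active = cell killing above 50% in the first pass at 4 µM, then a duplicate retest at 5 µM averaging 50% or more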;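 also: plate controls were cells with TRAIL plus DMSO for no effect and medium-only wells lacking cells for full effect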
TRPN1 ag = zebrafish TRPN1 (NompC) channel agonism; hit rate 0.18% among 220,000; HEK293 zebrafish TRPN1-YFP, Fluo-8 calcium fluorescence; 100% = response to 87 µM carbachol; activation, % at 3 µM;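 active = activation above its plate's cutoff, the mean activation of test wells on that plate plus 3 SD, cut at about 19% in these data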;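 also: 0% = DMSO alone and 100% = 87 µM carbachol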
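Control set: carbachol 87 µM as high control, DMSO as low control; system: HEK293 stable line with zebrafish TRPN1-YFP; read-out: % activation versus carbachol response; detection: intracellular calcium fluorescence with Fluo-8; doses: single test compound dose, 3 µM nominal, 0.3% DMSO; schedule: dye 1 h 37 °C plus 30 min RT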
BaF3 tox = parental Ba/F3 viability inhibition as JAK2V617F counter-screen | CellTiter-Glo ATP luminescence | inhibition, % at 5.6 µM | hit rate 1.1% among 220,000;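 active = inhibition above a per-campaign cutoff, the mean inhibition of all tested compounds plus 3 SD, cut at about 27% in these data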;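 also: 0% = DMSO wells and 100% = JAK Inhibitor I control wells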
The depositor's hits bear a star.

What do the screens show for `O=C(CCC(=O)c1ccc(Cl)cc1)OCC(=O)c1ccccc1`?
RBBP9 inhibitor: -3; TRPML3 agonist: 0.0; CHOP inh: 42; Ba/F3 V617F tox: 0; TNF death inh: -2.8; Wee1 stabilizer: 1; PPC-1+TRAIL kill: 3; TRPN1 ag: 0.6; BaF3 tox: 4

What do the screens show for `NNC(=O)c1ccccc1-n1cccc1`?
RBBP9 inhibitor: -1; TRPML3 agonist: -1.0; CHOP inh: 6; Ba/F3 V617F tox: 1; TNF death inh: 0.4; Wee1 stabilizer: 3; PPC-1+TRAIL kill: -3; TRPN1 ag: -0.6; BaF3 tox: 0

Results for CN(CC(=O)NCCC1=CCCCC1)S(=O)(=O)c1ccc2c(c1)CCC(=O)N2 ?
RBBP9 inhibitor: 1; TRPML3 agonist: 1.0; CHOP inh: -19; Ba/F3 V617F tox: -4; TNF death inh: -1.5; Wee1 stabilizer: -1; PPC-1+TRAIL kill: 15; TRPN1 ag: 1.5; BaF3 tox: 0

Results for COc1ccc(S(=O)(=O)NN(C)C)cc1N(C)S(=O)(=O)c1ccc(Cl)cc1 ?
RBBP9 inhibitor: -5; TRPML3 agonist: 0.4; CHOP inh: 31; Ba/F3 V617F tox: 3; TNF death inh: -0.1; Wee1 stabilizer: 0; PPC-1+TRAIL kill: -11; TRPN1 ag: 0.8; BaF3 tox: 6

How did CC12CCC(C(=O)Nc3nc4ccccc4s3)(OC1=O)C2(C)C (configuration not stated) do in these assays?
RBBP9 inhibitor: -4; TRPML3 agonist: 1.4; CHOP inh: -12; Ba/F3 V617F tox: -2; TNF death inh: 1.4; Wee1 stabilizer: -3; PPC-1+TRAIL kill: 29; TRPN1 ag: 0.3; BaF3 tox: 8

How did CC12CC(NC(=O)N1CCc1ccccc1)c1ccccc1O2 (configuration not stated) do in these assays?
RBBP9 inhibitor: -4; TRPML3 agonist: 1.7; CHOP inh: 49; Ba/F3 V617F tox: 0; TNF death inh: -2.6; Wee1 stabilizer: -3; PPC-1+TRAIL kill: 3; TRPN1 ag: 1.2; BaF3 tox: 2

Results for CCNc1c(C(=O)O)ccc2c1C(=O)c1ccccc1C2=O ?
RBBP9 inhibitor: -13; TRPML3 agonist: 0.5; CHOP inh: 25; Ba/F3 V617F tox: 0; TNF death inh: -5.6; Wee1 stabilizer: 4; PPC-1+TRAIL kill: 8; TRPN1 ag: 0.9; BaF3 tox: 8

What do the screens show for `CC(C)CSc1oc(-c2ccco2)nc1S(=O)(=O)c1ccccc1`?
RBBP9 inhibitor: -10; TRPML3 agonist: 0.4; CHOP inh: 11; Ba/F3 V617F tox: -2; TNF death inh: -1.4; Wee1 stabilizer: 4; PPC-1+TRAIL kill: 13; TRPN1 ag: 2.4; BaF3 tox: 0

What do the screens show for `C=CCNC(=S)NC1CC(C)(C)NC(C)(C)C1`?
RBBP9 inhibitor: -14; TRPML3 agonist: 1.0; CHOP inh: 13; Ba/F3 V617F tox: 5; TNF death inh: 1.2; Wee1 stabilizer: 1; PPC-1+TRAIL kill: 9; TRPN1 ag: 0.5; BaF3 tox: 8

What do the screens show for `CCn1c(SCC(=O)OC)nc2sc3c(c2c1=O)CC(C)(C)OC3`?
RBBP9 inhibitor: -3; TRPML3 agonist: -0.1; CHOP inh: -8; Ba/F3 V617F tox: -2; TNF death inh: 1.4; Wee1 stabilizer: 0; PPC-1+TRAIL kill: 0; TRPN1 ag: 2.6; BaF3 tox: 2

Grouped by structure: the compounds so far with an aryl thioether with sulfur outside any ring (two)
What do the screens show for `CC(C)CSc1oc(-c2ccco2)nc1S(=O)(=O)c1ccccc1`?
RBBP9 inhibitor: -10; TRPML3 agonist: 0.4; CHOP inh: 11; Ba/F3 V617F tox: -2; TNF death inh: -1.4; Wee1 stabilizer: 4; PPC-1+TRAIL kill: 13; TRPN1 ag: 2.4; BaF3 tox: 0

What do the screens show for `CCn1c(SCC(=O)OC)nc2sc3c(c2c1=O)CC(C)(C)OC3`?
RBBP9 inhibitor: -3; TRPML3 agonist: -0.1; CHOP inh: -8; Ba/F3 V617F tox: -2; TNF death inh: 1.4; Wee1 stabilizer: 0; PPC-1+TRAIL kill: 0; TRPN1 ag: 2.6; BaF3 tox: 2

(cont.)
Results for COc1ccc(-n2ncc3c(SCC(=O)N4CCN(c5ccccc5OC)CC4)ncnc32)cc1 ?
RBBP9 inhibitor: -3; TRPML3 agonist: -0.2; CHOP inh: 37; Ba/F3 V617F tox: 1; TNF death inh: -3.0; Wee1 stabilizer: 2; PPC-1+TRAIL kill: 14; TRPN1 ag: 0.2; BaF3 tox: 4

Results for O=C(c1ccc(Oc2ccc([N+](=O)[O-])cc2Cl)cc1)N1CCCC1 ?
RBBP9 inhibitor: -6; TRPML3 agonist: 0.6; CHOP inh: 16; Ba/F3 V617F tox: 2; TNF death inh: -0.7; Wee1 stabilizer: -1; PPC-1+TRAIL kill: 4; TRPN1 ag: 0.8; BaF3 tox: 4

Results for COc1ccc(C(=O)c2ccc(OC)c(Br)c2)cc1Br ?
RBBP9 inhibitor: -12; TRPML3 agonist: 0.3; CHOP inh: -2; Ba/F3 V617F tox: 3; TNF death inh: -0.5; Wee1 stabilizer: -2; PPC-1+TRAIL kill: -3; TRPN1 ag: 0.1; BaF3 tox: 11

What do the screens show for `COc1ccc(NC(=O)c2cc(=O)c3ccccc3o2)cn1`?
RBBP9 inhibitor: 0; TRPML3 agonist: 0.6; CHOP inh: -14; Ba/F3 V617F tox: -3; TNF death inh: -3.8; Wee1 stabilizer: -1; PPC-1+TRAIL kill: 7; TRPN1 ag: 0.9; BaF3 tox: 1

How did CN1CCc2c(sc3c2C(=O)NC(c2ccc(-c4ccc(Cl)cc4)o2)N3)C1 (configuration not stated) do in these assays?
RBBP9 inhibitor: -1; TRPML3 agonist: 2.0; CHOP inh: -33; Ba/F3 V617F tox: -1; TNF death inh: 5.8; Wee1 stabilizer: -3; PPC-1+TRAIL kill: -9; TRPN1 ag: 4.7; BaF3 tox: -6

How did Cc1ccc(C)c(Nc2c([N+](=O)[O-])c(=O)oc3ccccc23)c1 do in these assays?
RBBP9 inhibitor: -4; TRPML3 agonist: -0.4; CHOP inh: 8; Ba/F3 V617F tox: -1; TNF death inh: -8.0; Wee1 stabilizer: 0; PPC-1+TRAIL kill: 1; TRPN1 ag: -1.4; BaF3 tox: -1

How did Cc1ccc(NC(=O)Cc2nnc(SCC(=O)c3ccc(Br)cc3)n2C)cc1 do in these assays?
RBBP9 inhibitor: -1; TRPML3 agonist: -0.7; CHOP inh: 88*; Ba/F3 V617F tox: 0; TNF death inh: -1.6; Wee1 stabilizer: 1; PPC-1+TRAIL kill: -11; TRPN1 ag: -0.9; BaF3 tox: 11

What do the screens show for `Cc1nc2nc3c(cn2n1)C(=O)CC(C)(C)C3`?
RBBP9 inhibitor: -6; TRPML3 agonist: 1.3; CHOP inh: 9; Ba/F3 V617F tox: -4; TNF death inh: -2.8; Wee1 stabilizer: 2; PPC-1+TRAIL kill: 2; TRPN1 ag: 2.6; BaF3 tox: 4

How did CC(C)N1CCC2(CC1)N=C(c1ccc3c(c1)OCO3)CC(c1cc(Cl)ccc1O)N2 (configuration not stated) do in these assays?
RBBP9 inhibitor: -16; TRPML3 agonist: 1.7; CHOP inh: 56; Ba/F3 V617F tox: 1; TNF death inh: -7.6; Wee1 stabilizer: -1; PPC-1+TRAIL kill: -1; TRPN1 ag: -0.2; BaF3 tox: 1

Results for Cc1ccc(C)c(NC(=O)COC(=O)Cc2ccsc2)c1 ?
RBBP9 inhibitor: -11; TRPML3 agonist: -0.1; CHOP inh: 14; Ba/F3 V617F tox: 3; TNF death inh: -0.1; Wee1 stabilizer: -1; PPC-1+TRAIL kill: -26; TRPN1 ag: -1.4; BaF3 tox: 8

Results for CC(=O)Nc1ccc(NC(=O)CN(C)S(=O)(=O)c2ccc3nc(C)sc3c2)cc1 ?
RBBP9 inhibitor: -8; TRPML3 agonist: 0.1; CHOP inh: 11; Ba/F3 V617F tox: 0; TNF death inh: -0.3; Wee1 stabilizer: -1; PPC-1+TRAIL kill: 3; TRPN1 ag: 0.2; BaF3 tox: 5

What do the screens show for `COC(=O)c1nc(N)sc1-c1ccc(Cl)cc1`?
RBBP9 inhibitor: -6; TRPML3 agonist: -0.7; CHOP inh: 18; Ba/F3 V617F tox: 2; TNF death inh: -3.4; Wee1 stabilizer: -2; PPC-1+TRAIL kill: 9; TRPN1 ag: -0.3; BaF3 tox: -1

What do the screens show for `Cc1c(Cl)cccc1NC(=O)C1CCN(S(C)(=O)=O)CC1`?
RBBP9 inhibitor: -6; TRPML3 agonist: 1.0; CHOP inh: -9; Ba/F3 V617F tox: 3; TNF death inh: 0.3; Wee1 stabilizer: 0; TRPN1 ag: -0.2; BaF3 tox: 3

Results for COc1cc(/C=C/C(=O)c2ccccc2O)cc(OC)c1OC ?
RBBP9 inhibitor: -3; TRPML3 agonist: 0.5; CHOP inh: -101; Ba/F3 V617F tox: -1; TNF death inh: -2.9; Wee1 stabilizer: 5; PPC-1+TRAIL kill: 13; TRPN1 ag: 0.0; BaF3 tox: -2

What do the screens show for `CCOC(=O)Cc1csc(NC(=S)NC(=O)c2ccccc2C)n1`?
RBBP9 inhibitor: -4; TRPML3 agonist: 0.3; CHOP inh: -2; Ba/F3 V617F tox: 0; TNF death inh: -3.9; Wee1 stabilizer: -1; PPC-1+TRAIL kill: 22; TRPN1 ag: 3.5; BaF3 tox: 3

Results for CCOC(=O)/C(C#N)=C/C=C1\C=Cc2ccccc2N1CC ?
RBBP9 inhibitor: 5; TRPML3 agonist: 1.1; CHOP inh: 8; Ba/F3 V617F tox: 2; TNF death inh: 0.2; Wee1 stabilizer: 3; PPC-1+TRAIL kill: 36; TRPN1 ag: 0.9; BaF3 tox: 6

What do the screens show for `COc1ccc(/C=C(/NC(=O)/C=C/c2ccccc2)C(=O)NCCCCCC(=O)O)cc1`?
RBBP9 inhibitor: -10; TRPML3 agonist: 0.8; CHOP inh: -3; Ba/F3 V617F tox: -2; TNF death inh: 0.7; Wee1 stabilizer: -1; PPC-1+TRAIL kill: -1; TRPN1 ag: 4.0; BaF3 tox: -1

How did CCOc1ccc(NC(=O)/C(C#N)=C/c2ccc(N3CCCC3)c(C)c2)cc1 do in these assays?
RBBP9 inhibitor: -4; TRPML3 agonist: 1.1; CHOP inh: 101*; Ba/F3 V617F tox: -4; TNF death inh: 2.1; Wee1 stabilizer: 1; PPC-1+TRAIL kill: 18; TRPN1 ag: 1.1; BaF3 tox: 6

Source: PubChem (several laboratories)
